RGS4 inhibitor: blocks human RGS4-accelerated GTP hydrolysis. P49798. Transcreener GDP fluorescence polarization, RGS4-accelerated GTP hydrolysis. Potency, µM (series often up to 114 µM), for the others: top-dose activity change, negative = inhibition, hits mostly inhibitors. 0.039% of 390,000 active. AID 504845; also: potency is read from the fitted curve at half-maximal effect; % is scaled to controls: 0 for no effect and ±100 for the full control effect; nearly all actives have a fitted effect of over 75% in size; some results filed as inactive show a strong effect at the top dose
Target sequence (P49798 whole entry, looked up): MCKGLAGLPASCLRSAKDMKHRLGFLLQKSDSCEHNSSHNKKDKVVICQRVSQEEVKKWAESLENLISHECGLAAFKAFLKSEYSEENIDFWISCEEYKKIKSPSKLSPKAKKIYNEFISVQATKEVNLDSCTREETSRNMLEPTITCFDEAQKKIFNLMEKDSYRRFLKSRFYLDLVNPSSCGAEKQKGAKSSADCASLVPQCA
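MLSMR compounds (23 nl, pin-transferred) preincubated 10 min at room temperature with a 500nM (2x) first reagent, then RGS4 at 900nM (2x) plus Transcreener GDP mix added; fluorescence polarization (620/688 nm) read before and after 90 min at 30 °C.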
TrxR1 inh: blocks rat thioredoxin reductase 1; Potency, µM (highest dose often 114 µM), without a hit: top-dose activity change, negative = inhibition, actives largely listed as inhibitors; recombinant rTrxR1, NADPH fluorescence consumption, selenite substrate; 1% of 390,000 active; AID 588453; also: potency is read from the fitted curve at half-maximal effect; % is scaled to controls: 0 for no effect and ±100 for the full control effect; nearly all actives have a fitted effect of over 65% in size
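Rat TrxR1 (90 nM in the dispensed reagent) was pre-reduced with 400 uM NADPH for 5 min at room temperature, then incubated with compound for 15 min. After 400 uM selenite was added, NADPH fluorescence (Ex 340/Em 450 nm) was followed for 8 min.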
Vif-APOBEC3F blk: inhibitors of Vif-A3F interaction; HeLa A3F-eYFP + Vif (tagged APOBEC3F with the HIV-1 protein that degrades it), YFP fluorescence increase; Potency, µM (series often up to 46.1 µM), without a hit: at the highest dose activity, negative = active; 0.2% of 390,000 active; AID 602313; also: potency is read from the fitted curve at half-maximal effect; % of control where 0% means no effect; nearly all actives have a fitted effect of over 65% in size
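Fluorescence increase (Ex 488/Em 500-530) after overnight compound treatment at 37 deg C flags inhibition of Vif-driven A3F-eYFP loss in stable HeLa A3F-eYFP/Vif cells seeded overnight beforehand.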
Vif-A3G inh: Vif-A3G binding inhibition. HeLa A3G-eYFP + Vif (tagged APOBEC3G with the HIV-1 protein that degrades it), YFP fluorescence, overnight. Potency, µM (titrated, usually from 46.1 µM), inactives show at the highest dose activity, negative = active, usual class: inhibitors. 0.076% of 410,000 active. AID 602310;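 also: potency is read from the fitted curve at half-maximal effect; % is scaled to controls: 0 for no effect and ±100 for the full control effect; nearly all actives have a fitted effect of over 60% in size; hits raise eYFP signal because A3G escapes Vif-driven loss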
Target sequence (Q9HC16 whole entry, looked up): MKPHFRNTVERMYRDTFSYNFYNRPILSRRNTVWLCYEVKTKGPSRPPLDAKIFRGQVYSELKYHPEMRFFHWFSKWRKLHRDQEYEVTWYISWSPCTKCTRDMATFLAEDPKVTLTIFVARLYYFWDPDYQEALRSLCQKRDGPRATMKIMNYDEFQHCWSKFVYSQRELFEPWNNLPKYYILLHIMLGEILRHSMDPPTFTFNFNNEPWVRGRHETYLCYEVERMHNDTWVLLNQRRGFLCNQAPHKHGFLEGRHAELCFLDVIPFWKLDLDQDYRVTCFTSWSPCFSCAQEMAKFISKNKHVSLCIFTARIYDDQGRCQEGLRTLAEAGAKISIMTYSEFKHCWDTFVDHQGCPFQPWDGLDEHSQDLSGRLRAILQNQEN
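HeLa cells stably expressing Vif and C-terminally eYFP-tagged A3G, seeded overnight at 37 deg C, then exposed to compound by pintool overnight at 37 deg C. Rise in yellow fluorescence (Ex 488/Em 500-530, Acumen) marks blocked Vif-driven A3G degradation.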
USP1 inh: blocks the human USP1/UAF1 deubiquitinase complex; Potency, µM (highest dose often 57.1 µM), for the others: at the highest dose activity change, negative = inhibition, most hits filed as inhibitors; 0.23% of 390,000 active; AID 743255; O94782; recombinant USP1/UAF1, Ub-Rhodamine cleavage fluorescence; also: potency is read from the fitted curve at half-maximal effect; % is scaled to controls: 0 for no effect and ±100 for the full control effect; nearly all actives have a fitted effect of over 60% in size; inactives centre near -12
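1 nM enzyme complex + cpd, 15 min RT; start with Ub-Rho 150nM final; kinetic fluorescence ex 480/em 540, 6 reads q60 s. Buffer 50mM HEPES pH 7.8, 0.5mM EDTA, 0.1 mg/ml BSA, 1mM TCEP, 0.01% Tween-20.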
TrxR1 substrate: is turned over as a substrate by rat TrxR1 | O89049 | purified TrxR1 substrate turnover, NADPH consumption readout | Potency, µM (series often up to 114 µM), for the others: at the top dose activity change, negative = substrate turnover | 0.01% of 390,000 active; also: potency is read from the fitted curve at half-maximal effect; % is scaled to controls: 0 for no effect and ±100 for the full control effect; nearly all actives have a fitted effect of over 50% in size
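Rat TrxR1, dispensed at 90 nM, was prereduced with 400 uM NADPH (final) for 5 min at ~22 deg C, then incubated with compound 15 min before 400 uM selenite. A first-read NADPH fluorescence drop versus no-compound background flagged substrates.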
Glioma ERSR ind: ER stress response induction in glioma; U87-MG GRP78 promoter luciferase reporter, 16 h; Potency, µM, for the others: top-dose activation, usual class: activators; 0.02% of 420,000 active; also: potency is read from the fitted curve at half-maximal effect; series mostly up to about 76 µM; % of control where 0% means no effect; nearly all actives have a fitted effect of over 35% in size
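Stably transfected U87-MG human glioma cells carrying a GRP78-based luminescent sensor were seeded at 1000 cells/well, pin-dosed with compounds and incubated 16 h. Luciferase reagent was then added, and end-point luminescence was read after 10 min at room temperature.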
mIDH1 inhibitor: blocks human mutant IDH1 R132H enzyme; O75874; IDH1-R132H enzyme, NADPH consumption, diaphorase/resazurin fluorescence; Potency, µM (top dose mostly 76.6 µM), without a hit: at the top dose activity change, negative = inhibition, usual class: inhibitors; 0.093% of 390,000 active; also: potency is read from the fitted curve at half-maximal effect; % is scaled to controls: 0 for no effect and ±100 for the full control effect; nearly all actives have a fitted effect of over 65% in size
Target sequence (O75874 whole entry R132H, stated change not applied): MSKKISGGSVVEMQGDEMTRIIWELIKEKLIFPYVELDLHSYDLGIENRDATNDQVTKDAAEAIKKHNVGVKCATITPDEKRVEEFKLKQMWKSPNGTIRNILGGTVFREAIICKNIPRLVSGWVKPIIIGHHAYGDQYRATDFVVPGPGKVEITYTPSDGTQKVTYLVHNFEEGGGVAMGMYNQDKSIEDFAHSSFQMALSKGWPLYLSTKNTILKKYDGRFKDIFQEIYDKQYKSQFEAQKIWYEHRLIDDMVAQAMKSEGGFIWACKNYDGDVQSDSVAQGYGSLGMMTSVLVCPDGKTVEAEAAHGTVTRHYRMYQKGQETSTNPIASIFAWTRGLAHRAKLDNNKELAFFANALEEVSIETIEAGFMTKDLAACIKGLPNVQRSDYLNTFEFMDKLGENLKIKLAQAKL
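IDH1-R132H (0.5 ug/mL dispensed) in pH 7.5 Tris buffer was preincubated 30 min with compound, then given a substrate mix of 0.016 mM NADPH and 2 mM alpha-KG for 80 min at room temperature; remaining NADPH was read by diaphorase/resazurin fluorescence.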
LDHA inh: LDHA (human) enzyme inhibition. 0.15% of 480,000 active. AID 1347041. P00338. purified LDHA, NADH/diaphorase-resazurin fluorescence; hits give low values. activity change, % (values are at about 110 or 230 µM); in the data active = activity change below about -30%; inconclusive = mostly about -25% to -30%;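 also: plate controls were DMSO wells for no effect and wells without enzyme for full effect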
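Human LDH5 at 2 nM final in Tris HCl pH 7.4 with 0.06 mM NADH and 0.2 mM pyruvate, reacted 5 minutes at room temperature. Remaining NADH coupled via diaphorase/resazurin; resorufin fluorescence read at 0 and 20 minutes, normalized to enzyme-free and DMSO wells.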
Starred values were filed as active, the others as inactive; ? = inconclusive; . = no result given; & = joins results of further samples; [ ] = remark or other dose. Unless noted, calls follow the shape of the dose curve; as a rule, active = well fitted curve in the direction sought with a large enough effect; inconclusive = small, poorly fitted or top-dose-only effect, or another doubt; inactive = no such curve, though single readings can be large; an effect the other way counts as inactive or inconclusive. An excerpt; the hit share may differ from the screen's.

SMILES	RGS4 inhibitor	TrxR1 inh	Vif-APOBEC3F blk	Vif-A3G inh	USP1 inh	TrxR1 substrate	Glioma ERSR ind	mIDH1 inhibitor	LDHA inh
FC(F)Sc1nc2ccccc2[nH]1	-20%	-3%[57.1 µM]	2%	-2%	0%	-7%[57.1 µM]	1%	7%	-1
CC1(C)CC(=O)c2cc(-c3nc(-c4ccc(Br)cc4)cs3)c(=O)n(-c3ccccc3)c2C1	14%	3%	-5%	3%	-22%	12%	-2%	-4%	1
Cc1ccccc1C(=O)NCC(c1ccco1)N1CCc2ccccc2C1 (stereo unspecified)	-16%	10%	1%	2%	-20%	-1%	-3%	7%	1
CCCCc1nnc(NC(=O)c2oc3ccccc3c2C)s1	-4%	6%	?	-5%	-19%	6%	3%	4%	-3
CCc1ccc2occ(CC(=O)Nc3sc4c(c3C(=O)OC)CCC4)c2c1	-20%	9%	2%	-12%	-21%	10%	-3%	0%	7
COc1ccc(/C=C2\SC(=O)N(CCC(=O)Nc3ccc(S(=O)(=O)Nc4nccs4)cc3)C2=O)cc1	-19%	-1%[57.1 µM]	-13%	-4%	-15%	-1%[57.1 µM]	-4%	1%	-6
FC(F)C(F)(F)C1=CC(c2ccccc2)=NCCN1	-20%	-16%[57.1 µM]	4%	-1%	-1%	-4%[57.1 µM]	-2%	-2%	-7
COC(=O)CSC1=C(C#N)C(c2ccccc2OC)C(C(=O)OC)C(=O)N1 (stereo unspecified)	6%	13%	-4%	2%	-6%	2%	-4%	0%	-1
CCN(CC)S(=O)(=O)c1cnccc1N1CCN(c2cccc(Cl)c2)CC1	4%	-9%	9%	-6%	-2%	-12%	-6%	5%	6
Nc1c(C(=O)Nc2ccccc2Cl)nnn1-c1ccc2c(c1)OCCO2	-5%	18%	-12%	-13%	-17%	8%	6%	4%	-7
O=C(CN1CCC(C(=O)c2ccc3c(c2)OCCO3)CC1)Nc1ccccc1C(F)(F)F	10%	6%[57.1 µM]	3%	1%	-18%	-1%[57.1 µM]	-6%	-3%	0
CCCCc1nccn1CCn1ccnc1CCCC	-10%	3%	-9%	-2%	-4%	4%	-4%	10%	1
CCCCC1=CC2=C(c3ccco3)C(=O)C(C)(OC(=O)c3ccc(OC)cc3)C(=O)C2=CN1CC1CC1 (stereo unspecified)	-41%	-45%	2%	-4%	-23%	11%[57.1 µM]	-2%	3%	5
Cc1ccc(/C=N/NC(=O)c2ccc3c(c2)OCCO3)s1	-28%	6%[11.4 µM]	-16%	?	-9%	12%[57.1 µM]	-2%	-6%	-13
COc1ccc(CCNC(=O)CCn2c(=O)c3ccccc3n(Cc3ccccc3C)c2=O)cc1OC	-10%	7%	-11%	-8%	-12%	2%	-4%	1%	1
Cc1cccc(Nc2nc(N)c(C#N)c(CC#N)c2C#N)c1	-11%	-61%	0%	-2%	-14%	6%[57.1 µM]	-7%	4%	-2
COc1cccc(N2CC(C(=O)Nc3nnc(SCCN4CCOCC4)s3)CC2=O)c1 (stereo unspecified)	-11%	20%	-3%	-5%	-12%	0%	-4%	-6%	1
O=C(COC(=O)c1ccc(Cl)nc1)NCc1ccc2c(c1)OCO2	3%	-14%	-2%	0%	-13%	-8%	-1%	5%	-5
Cc1cccc(S(=O)(=O)N(C)C[C@H]2OCc3cnnn3CCCC(=O)N([C@@H](C)CO)C[C@H]2C)c1	.	.	0%	-5%	-13%	.	-7%	-1%	-3
C[C@@H]1CN([C@H](C)CO)C(=O)Cc2cc(NC(=O)CCC(F)(F)F)ccc2O[C@@H]1CN(C)C(=O)Nc1ccccc1	-10%	-14%	3%	0%	-29%	-1%	-5%	12%	0
CC(C)(C)c1ccc2c(c1)OC(C(=O)N/N=C\c1ccccn1)CO2 (stereo unspecified)	-35%	5%	1%	1%	-1%	-11%	1%	1%	-2
Cc1cc(-n2cnc(-c3cn(C)nc3C)n2)no1	6%	2%[57.1 µM]	-19%	-1%	-3%	2%[57.1 µM]	-1%	8%	-4
CCC(=O)N1C(Cc2ccccc2)COC1(C)C (stereo unspecified)	5%	9%[57.1 µM]	-5%	0%	-9%	8%[57.1 µM]	-1%	0%	-9
Cc1ccc(NC(=O)c2ccc3c(c2)OCCO3)cc1C	-22%	9%	-6%	-3%	-9%	-6%	-12%	15%	-6
COC(=O)c1cc(OC)c(OC)cc1NC(=O)C(C)Sc1ccc(C)cc1 (stereo unspecified)	6%	28%	-2%	-2%	-13%	12%	-3%	2%	3
O=C(NCCCN1CCCC1=O)C1CCN(S(=O)(=O)c2c(Cl)cccc2Cl)CC1	-34%	7%	-2%	-1%	-12%	-3%	-5%	5%	-1
Cc1c(Cl)cccc1NC(=O)N1CCOc2ccccc21	3%	21%	-4%	2%	0%	4%	-5%	13%	4
CCOC(=O)C1(CC)NC(c2cccc(F)c2)C2C(=O)N(CC)C(=O)C21 (stereo unspecified)	-2%[11.4 µM]	22%[57.1 µM]	-3%	-2%	-7%	-7%	-1%	1%	-6
COc1ccc(C(C)=O)cc1Cn1nnc(-c2ccccc2Br)n1	31%	-22%	0%	-1%	-15%	-8%	5%	-5%	-13
CCOc1ccc(CNC(=O)C2CCN(S(=O)(=O)c3c(C)noc3/C=C/c3ccc(C)cc3)CC2)cc1OC	20%	10%[57.1 µM]	1%	3%	4%	4%[57.1 µM]	-1%	14%	-6

Ordered by the number under USP1 inh (lowest first): some entries from above
Compound,USP1 inh
COc1ccc(C(C)=O)cc1Cn1nnc(-c2ccccc2Br)n1,-15%
COC(=O)c1cc(OC)c(OC)cc1NC(=O)C(C)Sc1ccc(C)cc1 (stereo unspecified),-13%
CCOc1ccc(CNC(=O)C2CCN(S(=O)(=O)c3c(C)noc3/C=C/c3ccc(C)cc3)CC2)cc1OC,4%

The listing continues:
SMILES	RGS4 inhibitor	TrxR1 inh	Vif-APOBEC3F blk	Vif-A3G inh	USP1 inh	TrxR1 substrate	Glioma ERSR ind	mIDH1 inhibitor	LDHA inh
Cc1cccc(/C(N)=N/OC(=O)CCC2CCCCC2)c1	-29%	2%	2%	1%	-18%	-2%	6%	3%	-2
Cc1ccc2c(c1)C(O)(CC(=O)c1ccc(C)s1)C(=O)N2 (stereo unspecified)	-6%[11.4 µM]	22%	-4%	-1%	-25%	3%	-3%	2%	-4
Cc1cccc(NC(=O)c2ccc(COc3ccccc3[N+](=O)[O-])o2)n1	38%	1%	-4%	-8%	0%	-5%	0%	-4%	-1
CC1CCc2c(sc(NC(=O)c3ccccc3C(=O)O)c2C#N)C1 (stereo unspecified)	26%	10%[57.1 µM]	-2%	-3%	1%	1%[57.1 µM]	2%	-4%	-4
O=C1NN=C(c2ccc(Cl)cc2)CC1c1cccc(Br)c1 (stereo unspecified)	8%	14%[57.1 µM]	-7%	-11%	-17%	6%[57.1 µM]	-7%	-2%	-3
COc1ccc(/C=C/c2c([N+](=O)[O-])c(=O)n(C)c(=O)n2C)cc1O	-17%	-5%	-1%	-11%	-6%	-10%	-3%	9%	-2
CC1CC(=O)N(CC(=O)Nc2ccc(F)cc2F)c2ccccc2S1(=O)=O (stereo unspecified)	-5%	-8%	-7%	3%	-11%	-5%	-5%	-6%	1
Cc1c(C(=O)OCC(=O)N2CC(=O)Nc3ccccc32)oc2ccccc12	-25%	15%	-2%	-2%	-11%	8%	1%	5%	-1
c1ccc(N2CCN(Cc3cnc(N4CCOCC4)s3)CC2)cc1	-3%	31%[57.1 µM]	-12%	1%	-7%	-12%[57.1 µM]	-2%	5%	1
CN(C(=O)CSc1ncnc2sc3c(c12)CCC3)C1CCS(=O)(=O)C1 (stereo unspecified)	-16%	-13%	-12%	-4%	-8%	4%	3%	0%	-3
COc1ccc(C2C(C(=O)c3ccccc3)=C(C)Nc3nc4ccccc4n32)cc1OC (stereo unspecified)	11%	-1%	-10%	1%	-9%	-5%	1%	-6%	-9
CCCn1nc(C(=O)NCc2ccccn2)c2ccccc2c1=O	-31%	7%	3%	3%	-18%	0%	-6%	0%	4&-3
COc1ccc(CNC(=O)c2ccc(NC(=O)N3CCSc4ncccc43)cc2)c(OC)c1	6%	11%	0%	-4%	-21%	3%	-4%	-19%	-8
CC1CCCCN1CCNC(=O)c1ccc(Cn2c(SCc3ccccc3)nc3cccnc32)cc1 (stereo unspecified)	13%	16%	-4%	1%	-24%	6%	-3%	2%	1
O=C(O)c1ccc(CN(c2ccccn2)S(=O)(=O)c2ccccc2)cc1	19%	7%	-1%	1%	13%	26%	-6%	-1%	-4
O=C(NCCO)C1(c2ccc(Cl)cc2)CCCC1	-11%	20%	-6%	1%	-15%	10%	-2%	8%	-3
O=C(NCc1cccnc1)c1cc(-c2ccc(Cl)cc2)oc1C(F)(F)F	14%	0%	4%	2%	-10%	-7%	2%	-2%	-11
COc1ccccc1C(=O)NC(=O)CSc1ccc(C)c(C)c1	-3%	9%[57.1 µM]	0%	2%	-5%	3%[57.1 µM]	-2%	22%	-4

Screening data as filed in PubChem.
